Bioassay records (PubChem BioAssay)
FEN1 inhibitor: human FEN1 inhibition; P39748; Recombinant FEN1 flap cleavage, fluorescence, 15 min; Potency, µM (titrated, usually from 114 µM), for the others: at the top dose activity change, negative = inhibition, usual class: inhibitors; actives 0.35% (n = 390,000); AID 588795; note: nearly all actives have a fitted effect of over 65% in size
Target sequence (P39748 whole entry, looked up): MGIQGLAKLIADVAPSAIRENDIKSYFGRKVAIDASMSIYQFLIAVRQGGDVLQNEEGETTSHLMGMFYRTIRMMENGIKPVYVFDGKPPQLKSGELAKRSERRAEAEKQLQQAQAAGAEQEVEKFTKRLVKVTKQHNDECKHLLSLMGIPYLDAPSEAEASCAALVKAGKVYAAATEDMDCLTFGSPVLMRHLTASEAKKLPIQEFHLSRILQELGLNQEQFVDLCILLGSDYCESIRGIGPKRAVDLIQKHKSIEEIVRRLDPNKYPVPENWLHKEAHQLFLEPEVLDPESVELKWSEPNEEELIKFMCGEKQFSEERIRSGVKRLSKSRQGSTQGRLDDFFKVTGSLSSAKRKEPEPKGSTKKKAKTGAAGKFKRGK
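FEN1 at 10 nM, compound pretreatment for 15 min (room temperature), 50 nM final substrate to initiate; endpoint reads at 0 and 15 min; DMSO-only plates used as vehicle background.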
TDP1 block: TDP1 (human) enzyme inhibition; Q9NUW8; recombinant TDP1, AlphaScreen DNA substrate cleavage; Potency, µM (titrated, usually from 130 µM), for the others: top-dose activity change, negative = inhibition, usual class: inhibitors; actives 0.28% (n = 350,000); note: nearly all actives have a fitted effect of over 40% in size
Target sequence (Q9NUW8 whole entry, looked up): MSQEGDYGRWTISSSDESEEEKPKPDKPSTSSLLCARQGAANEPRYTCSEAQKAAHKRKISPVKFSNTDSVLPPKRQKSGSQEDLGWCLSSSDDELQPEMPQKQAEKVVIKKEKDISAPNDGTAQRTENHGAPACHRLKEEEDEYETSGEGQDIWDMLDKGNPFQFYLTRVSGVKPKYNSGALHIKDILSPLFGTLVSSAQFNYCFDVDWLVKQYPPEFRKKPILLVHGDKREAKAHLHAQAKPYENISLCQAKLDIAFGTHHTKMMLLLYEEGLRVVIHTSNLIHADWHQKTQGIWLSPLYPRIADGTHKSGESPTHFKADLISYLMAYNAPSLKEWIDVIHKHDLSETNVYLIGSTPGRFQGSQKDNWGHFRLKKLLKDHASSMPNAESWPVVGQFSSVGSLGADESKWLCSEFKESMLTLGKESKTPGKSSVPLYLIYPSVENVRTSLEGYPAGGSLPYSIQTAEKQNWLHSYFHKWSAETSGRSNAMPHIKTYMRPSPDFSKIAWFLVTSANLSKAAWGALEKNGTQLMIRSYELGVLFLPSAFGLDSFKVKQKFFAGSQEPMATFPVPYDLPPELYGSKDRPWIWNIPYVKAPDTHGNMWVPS
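Compounds were preincubated with Tdp1 (1 nM final) for 15 min at room temperature before substrate (15 nM final) started a 5 min reaction; beads (10 ug/ml final) were then added for 10 min before AlphaScreen detection.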
N370S GC: inhibitors or activators of N370S glucocerebrosidase for Gaucher disease; P04062; Potency, µM (series often up to 59.4 µM), for inactives: at the top dose activity change, negative = inhibition, actives largely listed as inhibitors; N370S GC spleen homogenate, 4MU-glucoside fluorescence; actives 0.092% (n = 330,000);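 note: 0% = full enzyme activity and -100% = no enzyme basal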
The depositor's hits bear a star; ? = inconclusive; · = no result given; & = joins results of further samples; [ ] = another dose, or the depositor's remark. Calls come from the whole dose curve; as a rule, active = well fitted curve in the direction sought with a large enough effect; inconclusive = small, poorly fitted or top-dose-only effect, or another doubt; inactive = no such curve, though single readings can be large; an effect the other way counts as inactive or inconclusive. Unless noted, % is set by controls: 0 for no effect and ±100 for the full control effect; potency is the fitted concentration of half-maximal effect. Not a hit list; any-hit rate near 0.53%.

The opening 4 compounds (preview)
Below each compound – FEN1 inhibitor	TDP1 block	N370S GC
1: O=C1CN(C(=O)c2ccccc2Br)C(c2ccc(F)cc2)c2cc(F)ccc2N1 (stereo unspecified)
    6%	·	-8%
2: Cc1ccc(Cn2cc(SCC(=O)Nc3nccs3)c3ccccc32)cc1
    1%	9%	0%
3: Cc1ccc(S(=O)(=O)N2CCN(C(=O)c3ccc4nc[nH]c4c3)CC2)cc1
    -13%	·	-2%
4: COc1ccc(CN(CC2CCCO2)C(=O)c2cc3sccc3n2C)c(OC)c1 (stereo unspecified)
    -10%	-3%	21%

This part in full, previewed entries included:
Below each compound – FEN1 inhibitor	TDP1 block	N370S GC
1: O=C1CN(C(=O)c2ccccc2Br)C(c2ccc(F)cc2)c2cc(F)ccc2N1 (stereo unspecified)
    6%	·	-8%
2: Cc1ccc(Cn2cc(SCC(=O)Nc3nccs3)c3ccccc32)cc1
    1%	9%	0%
3: Cc1ccc(S(=O)(=O)N2CCN(C(=O)c3ccc4nc[nH]c4c3)CC2)cc1
    -13%	·	-2%
4: COc1ccc(CN(CC2CCCO2)C(=O)c2cc3sccc3n2C)c(OC)c1 (stereo unspecified)
    -10%	-3%	21%
5: Cc1cc(C)nc(N/N=C/c2ccccc2OCc2cccc(Br)c2)n1
    -14%	8%	-11%
6: CC(C)(C)c1ccc(C(=O)NCC(=O)OCC(=O)N2CCCC2)cc1
    -10%	2%	·
7: CCC(c1nnnn1Cc1ccco1)N(CCc1ccccc1)Cc1cc2cccc(C)c2[nH]c1=O (stereo unspecified)
    11%	11%	-1%
8: COC(=O)c1ccsc1NC(=O)C1COc2ccccc2O1 (stereo unspecified)
    10%	-2%	9%
9: COc1ccccc1NC(=O)CN1C(=O)C(c2ccc(F)cc2)=NC12CCCCC2
    5%	5%	·
10: Oc1cc2c(c(Cl)c1O)CCNCC2c1ccccc1 (stereo unspecified)
    -9%	11%[56.1 µM]	-13%&-9%
11: CCOc1ccc(C(=O)OCC(=O)N(Cc2ccccc2)Cc2ccccc2)cc1OC
    11%	-8%	·
12: COc1ccccc1CNC(=O)C1CCC(CNS(=O)(=O)c2ccc(F)cc2)CC1 (stereo unspecified)
    2%	·	-32%
13: COc1cc(OC)cc(-c2oc(=O)c3cc(OC)c(OC)cc3c2C#CCCCO)c1
    -18%	2%	·
14: COC(=O)Cn1c2ccc(OC)cc2c2nc3ccccc3nc21
    -18%	0%	2%
15: COC1=C(Nc2ccccc2)C(=O)c2ccccc2C1=O
    -15%	0%	17%
16: O=C(c1cc(S(=O)(=O)N2CCOCC2)ccc1F)N1CCN(Cc2ccccc2)CC1
    3%	0%	1%
17: Cc1cc(OCc2n[nH]c(=S)n2-c2ccccc2)ccc1Cl
    -4%	·	-5%
18: COc1cc(OC)cc(C(=O)NC(=S)NCc2ccco2)c1
    -1%	4%	8%
19: O=C(OCC(O)CN1CCCCC1)C12CC3CC(CC(C3)C1)C2 (stereo unspecified)
    4%	-3%	13%
20: CCC(=O)Nc1c(C)ccc2nsnc12
    -2%	5%	-3%
21: O=C1NC(=S)N/C1=C\c1ccccc1OCc1ccc(C(=O)O)cc1
    -15%	0%	-14%
22: CCCOc1ccc(C2C(=O)N(C3CCCCCC3)CC(=O)N2C(C)C)cc1OC (stereo unspecified)
    2%	5%	·
23: COc1ccc(OC)c2nc3c(cc12)CCC3
    -3%	·	-1%
24: Cc1nc(-c2ccc(F)cc2)c(CC(=O)Nc2cc(S(=O)(=O)N3CCCCC3)ccc2C)s1
    1%	0%	3%
25: Cc1cc(C)c2c(c1)OC(=O)CC2c1ccccc1C (stereo unspecified)
    -1%	-4%[56.1 µM]	-10%[89.1 µM]
26: COC(=O)c1c(NC(=O)COC(=O)[C@@H](NS(=O)(=O)c2ccc(C)cc2)C(C)C)sc2c1CCC2
    -10%	2%	5%
27: COc1ccc(OCC(O)CNC(=O)Nc2ccc(F)cc2)cc1 (stereo unspecified)
    -8%	-5%	-22%
28: CC(C)NC(=S)N/N=C/c1cccnc1
    2%	·	5%
29: CCCCCCCCNC(CO)(CO)CO
    -7%	·	-18%
30: S=c1nc(-c2cccc(Cl)c2)[nH][nH]1
    16%	5%	-4%
31: N#Cc1ccccc1NC(=O)C(=O)NCC1CCCN1S(=O)(=O)c1cccs1 (stereo unspecified)
    -4%	·	-13%
32: COc1cc([N+](=O)[O-])c(N2CCOCC2)c([N+](=O)[O-])c1OC
    -2%	8%	-28%
33: COc1ccc(NC(=O)CSc2ccc3nnc(-c4cccnc4)n3n2)cc1
    -7%	6%	0%
34: O=c1onc(-c2cccs2)n1Cc1ccccc1
    14%	0%	8%
35: CCOC(=O)c1c(C)[nH]c(C)c1S(=O)(=O)NCCN1CCN(c2ccccc2F)CC1
    8%	6%	-4%
36: Cc1cccc(NC(=O)C(NS(=O)(=O)c2ccc3c(c2)CCC(=O)N3)c2ccccc2)n1 (stereo unspecified)
    10%	2%	-11%
37: C=C(C)Cn1c(CCCNC(=O)CCC)nc2ccccc21
    3%	3%	-12%
38: CC1Cc2ccccc2N1C(=O)c1cnsn1 (stereo unspecified)
    -7%	-7%	-3%
39: CCN(C(=O)COC(=O)c1[nH]c(C)c(C(C)=O)c1C)c1c(N)n(Cc2ccccc2)c(=O)[nH]c1=O
    15%	1%	·
40: [N-]=[N+]=CC(=O)c1ccnc(C(=O)C=[N+]=[N-])c1
    9%	5%	3%
41: CCOC(=O)c1cnc(SCC(=O)Nc2ccc(N3CCOCC3)cc2)nc1N
    ·	8%	7%
42: CC1(N)CCC(C(C)(C)N)CC1 (stereo unspecified)
    ·	16%	-12%
43: CCOC(=O)C1CCN(c2c(N3CCCC(C(=O)OCC)C3)c(=O)c2=O)CC1 (stereo unspecified)
    -11%	3%	-2%
44: Cc1ccc(OCC(=O)NNc2c3ccccc3nc3ccccc23)cc1
    -22%	8%	?
45: Cn1cc(Cl)c(-c2nc3ccccc3[nH]2)n1
    -4%	0%	·
46: COC(=O)c1c(NC(=S)Nc2ccccc2Cl)sc(C)c1C
    -7%	4%	3%
47: c1ccc(CSCc2ccccc2)cc1
    17%	5%	-11%&-4%
48: Clc1ccc(C2=Nn3c(nnc3-c3n[nH]c4c3CCC4)SC2)cc1
    0%	6%	3%
49: COc1ccc(N2C(=O)CC(C3CCCO3)C2=O)cc1 (stereo unspecified)
    -5%	-4%	-1%
50: Cc1nc2ncnn2c(C)c1CCC(=O)NCCCN1CCN(c2cccc(Cl)c2)CC1
    -10%	-3%	2%
51: CCCNC(=O)C(CC)NC(=O)c1cccc([N+](=O)[O-])c1 (stereo unspecified)
    0%	0%	·
52: Cc1ccc(C(C)NC(=O)Cc2cccs2)c(C)c1 (stereo unspecified)
    0%	3%	-5%
53: Nc1ccc(N2CCN(c3ccc(Cl)c(Cl)c3)CC2)cc1
    -6%	8%	-19%
54: COc1ccccc1NC(=O)c1cc(S(=O)(=O)NCCc2ccccc2)ccc1F
    -16%	9%	·
55: CCOc1ccc(CNC(=O)c2cc3c(=O)n(Cc4cccs4)ccc3nc2C)cc1
    1%	1%	·
56: CC1(C)CC(=O)C=C(NCc2ccc(Cl)c(Cl)c2)C1
    -14%	-1%	-6%
57: O=C(NCc1nnnn1-c1cccc(F)c1)c1ccc(S(=O)(=O)N2CCOCC2)cc1
    -6%	·	2%
58: CCOc1ccccc1OCCN1CCCC1
    8%	·	-2%
59: O=C(N/N=C/c1cccs1)c1cc(-c2cccc3ccccc23)n[nH]1
    -3%	2%	4%
60: Cc1cc(C)cc(N(C(=O)CNS(=O)(=O)c2ccccc2)C(C(=O)NCc2ccccc2)c2ccc(C)o2)c1 (stereo unspecified)
    -6%	3%	-2%

Next part
Below each compound – FEN1 inhibitor	TDP1 block	N370S GC
61: CCC(C)NC(=O)C1CCN(C(=O)c2ccccc2)CC1 (stereo unspecified)
    1%	0%	23%
62: O=C(O)c1ccc(-c2noc(-c3ccccc3F)n2)cc1
    10%	7%&0%	·
63: ClC(Br)=C(n1cnc2ccccc21)n1cnc2ccccc21
    4%	3%	10%
64: Cc1cc(/C=N/n2c(COc3ccccc3C)nc3ccccc3c2=O)c(O)c([N+](=O)[O-])c1
    9%	-3%	9%
65: Cc1ccc(N2C(=O)C3C4C=CC(CNC(=S)Nc5cccc(Cl)c5)(O4)C3C2=O)cc1 (stereo unspecified)
    -7%	5%	19%
66: COc1ccc(N(C(=O)c2snc(C(N)=O)c2N)C(C(=O)NC2CCCC2)c2ccco2)cc1OC (stereo unspecified)
    -18%	7%	-2%
67: C=CCn1c(SCC(=O)N(C)C)nc2sc3c(c2c1=O)CCC3
    21%	1%	-1%
68: COc1ccc(C2CC(C(F)(F)F)n3ncc(C(=O)NCC4CCCO4)c3N2)cc1OC (stereo unspecified)
    -6%	1%	3%
69: COc1ccccc1NC(=O)/C=C\C(=O)O
    -11%	6%	20%
70: CSc1nc(Nc2ccc(F)cc2)cc(-c2ccccc2)n1
    -6%	-7%	·
71: CCOC(=O)N1CCN(C(=O)CC(=O)Nc2ccc3nc4n(c(=O)c3c2)CCCCC4)CC1
    12%	4%	11%
72: COc1cc(/C=C/C(=O)OCC(=O)Nc2cc(C(F)(F)F)ccc2N2CCOCC2)ccc1O
    -19%	2%	6%
73: Cc1nnc(SCC(=O)N(CC(C)C)c2c(N)n(Cc3ccccc3)c(=O)[nH]c2=O)n1N
    -2%	·	-1%
74: N=C(N)SCCc1cnc[nH]1
    16%	13%[56.1 µM]	-3%&2%&14%&3%
75: CC1=C([N+](=O)[O-])C(c2cccc(Br)c2)C2=C(N1)c1ccccc1C2=O (stereo unspecified)
    3%	12%	-3%
76: CCN(C(=O)CSc1nc2cc(S(=O)(=O)N(CC)CC)ccc2n1CC)C1CCS(=O)(=O)C1 (stereo unspecified)
    1%	-6%[0.505 µM]	-4%
77: Cc1ccc(OCC(=O)N(C)CC(=O)Nc2ccc(N3CCOCC3)cc2)cc1
    -2%	1%	-4%
78: COc1ccc([N+](=O)[O-])cc1N(CC(=O)Nc1ccccc1C(=O)N1CCCC1)S(C)(=O)=O
    -2%	·	8%
79: CC/C(O)=C1\C(=O)CC(C)(C)CC1=NCCc1nc2ccccc2[nH]1
    -6%	3%	2%
80: CC1(C)Oc2ccc(C(=O)Nc3ccccc3F)cc2N(CC(=O)N2CCOCC2)C1=O
    0%	·	-3%

Full records from above. Order of values: FEN1 inhibitor	TDP1 block	N370S GC
`CCN(C(=O)CSc1nc2cc(S(=O)(=O)N(CC)CC)ccc2n1CC)C1CCS(=O)(=O)C1` (stereo unspecified) as listed: 1%	-6%[0.505 µM]	-4%
`Cc1ccc(OCC(=O)N(C)CC(=O)Nc2ccc(N3CCOCC3)cc2)cc1` as listed: -2%	1%	-4%
`COc1ccc(N(C(=O)c2snc(C(N)=O)c2N)C(C(=O)NC2CCCC2)c2ccco2)cc1OC` (stereo unspecified) as listed: -18%	7%	-2%
`Cc1nnc(SCC(=O)N(CC(C)C)c2c(N)n(Cc3ccccc3)c(=O)[nH]c2=O)n1N` as listed: -2%	·	-1%

Looked up above:
#18 @ FEN1 inhibitor = -1%
#62 @ FEN1 inhibitor = 10%
#33 @ TDP1 block = 6%
#13 @ TDP1 block = 2%
#25 @ N370S GC = -10%[89.1 µM]

Next part
Below each compound – FEN1 inhibitor	TDP1 block	N370S GC
81: CC(=O)Nc1cccc(N(C(=O)C2COc3ccccc3O2)C(C(=O)NC2CCCCC2)c2cn(C)nc2C)c1 (stereo unspecified)
    1%	6%	3%
82: CCCCSc1cc(=O)n(-c2ccccc2)nc1C(=O)OCC
    2%	6%	11%
83: Cc1cc(C)cc([N+](=O)[O-])c1
    ·	8%	-2%
84: CC1CCN(CCCn2c(=S)[nH]c3ccccc3c2=O)CC1
    -3%	5%	0%
85: O=C(NC1CCCC1)C(c1ccncc1)N(Cc1cccs1)C(=O)c1csnn1 (stereo unspecified)
    2%	0%	2%
86: Cc1ccc2c(CN3CCCCC3CCO)cc(=O)oc2c1 (stereo unspecified)
    -3%	·	-3%
87: O=C(c1cccs1)N1CCC(c2nc3c(nnn3Cc3cccc(Cl)c3)c(=O)[nH]2)CC1
    7%	7%	-8%
88: N#Cc1sc(NCc2ccccc2)nc1Cl
    -2%	-2%	22%
89: Cc1cc(C)c(NC(N)=S)c(C)c1
    -3%	1%	6%
90: O=C(NC1CCCCCC1)c1cc2ccccc2oc1=O
    -1%	·	?
91: COc1ccc(NC(=O)CN(C)S(=O)(=O)c2ccc3c(c2)OCCO3)c2ncccc12
    -9%	2%	?
92: O=C(NNC(=O)c1ccccc1Br)c1ccc(SCC2CCCO2)c([N+](=O)[O-])c1 (stereo unspecified)
    -12%	5%	-7%
93: CCCNC(=O)c1cc(-c2ccc(OC)cc2)on1
    0%	0%	3%
94: CCOC(=O)c1sc(NC(=O)/C=C/c2cnn(C)c2C)c(C(=O)OCC)c1C
    ·	5%	2%
95: Cc1cccc(-n2c(-c3csc(C(C)C)c3)n[nH]c2=S)c1
    8%	12%	4%
96: Cc1ccc(NC(=O)COC(=O)c2ccn(C)n2)cc1
    5%	3%	19%
97: Cc1ccc(-c2nc3ccccc3[nH]2)s1
    -15%	8%	-22%
